Bioassay records from PubChem BioAssay.
OXTR ag = human OXTR agonism | hit rate 0.32% among 320,000 | CHO-OTR cells, Fluo-8 calcium fluorescence; normalized: DMSO 0%, oxytocin 100% | P30559 | activation, % at 3 µM;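 active = activation above the mean of all tested compounds plus 3 SD, cutoff set per screening run, cut at about 20% in these data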;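 also: peak over basal fluorescence ratio from a 100 s FLIPR kinetic read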
Target sequence (P30559 whole entry, looked up): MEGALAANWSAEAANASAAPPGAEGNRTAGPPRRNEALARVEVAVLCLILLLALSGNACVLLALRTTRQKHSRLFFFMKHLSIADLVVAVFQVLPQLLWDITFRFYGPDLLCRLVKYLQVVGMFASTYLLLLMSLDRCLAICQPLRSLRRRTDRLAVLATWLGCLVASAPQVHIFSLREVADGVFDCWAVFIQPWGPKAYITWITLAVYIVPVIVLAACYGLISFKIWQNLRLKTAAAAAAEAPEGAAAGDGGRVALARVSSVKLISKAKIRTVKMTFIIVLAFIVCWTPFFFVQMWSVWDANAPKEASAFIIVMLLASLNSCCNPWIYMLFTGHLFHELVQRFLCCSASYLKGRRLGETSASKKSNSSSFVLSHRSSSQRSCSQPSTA
* = called active by the depositor.

| smiles | OXTR ag |
| --- | --- |
| CN(CC(=O)Nc1ccc(N2CCOCC2)cc1)C(=O)c1cccc(Cl)c1Cl | 0.0 |
| CN(CC(=O)Nc1ccc(Cl)c(C(F)(F)F)c1)C(=O)c1cc(-c2ccncc2)nc2ccccc12 | -0.4 |
| CCC(CC)c1nnc(NC(=O)C2=COCCO2)s1 | 1.5 |
| O=C(Cn1ccccc1=O)Nc1ccc(Cl)c(S(=O)(=O)N2CCCCC2)c1 | 8.1 |
| COc1ccc(S(=O)(=O)N2CCC3(CC2)OCCN3S(=O)(=O)c2c(C)cc(C)cc2C)cc1 | 0.1 |
| O=[N+]([O-])c1cc(C(F)(F)F)ccc1NCCc1ccccn1 | 0.6 |
| COc1ccc(C(=O)OCC#CCSc2nnc(-c3cccc4ccccc34)o2)cc1 | 4.4 |
| COc1cccc(CN2c3ccc(Br)cc3C(=O)CS2(=O)=O)c1 | -0.3 |
| Cc1ccc(C(=O)N2CCN(c3ccccc3O)CC2)cc1S(=O)(=O)N1CCCCC1 | -0.7 |
| CC1CCN(C(=O)COC(=O)CNC(=O)C23CC4CC(CC(C4)C2)C3)CC1 | 0.7 |
| C[C@H](CO)N1C[C@H](C)[C@@H](CN(C)C(=O)Nc2ccccc2)Oc2ccc(NC(=O)CCN3CCOCC3)cc2C1=O | 1.9 |
| COc1cccc(-c2sc3ccc(OC)cc3c2C#CCCO)c1 | -0.9 |
| CCCOC(=O)c1c(-c2ccccc2)nc(CC)c(C(=O)SCC)c1CCC | -1.6 |
| COc1ccc(C(=O)Nc2ccc(NC(C)=O)cc2)cc1S(=O)(=O)N1CCCCC1C (stereo not given) | 1.0 |
| CC1Cc2ccccc2N1S(=O)(=O)c1cccc(C(=O)N2Cc3ccccc3CC2C(N)=O)c1 (stereo not given) | 0.9 |
| CCN(C(=O)COC(=O)c1cccnc1)c1cccc2ccccc12 | 5.4 |
| COC(=O)c1c(NC(=O)C2=COCCO2)sc(C)c1C | -2.3 |
| CC1(C)OC(C)(C)/C(=C\c2ccc(OCC(N)=O)cc2)C1=O | 3.1 |
| CC(=O)Nc1ccc(S(=O)(=O)NCC(=O)OCC(=O)N2CCCCCC2)cc1 | -0.2 |
| O=C(CN1C(=O)NC2(CCCC2)C1=O)Nc1nc2ccccc2s1 | 0.0 |
| Cc1ccc(C)c(S(=O)(=O)N2CCCC2CNC(=O)C(=O)NCCc2ccco2)c1 (stereo not given) | -1.0 |
| CCCCCN(C(=O)CCC(=O)OC(C)C(=O)NC1CCCCC1)c1c(N)n(CCCC)c(=O)[nH]c1=O (stereo not given) | 0.0 |
| O=C(CSc1n[nH]c(-c2cccs2)n1)N1CCOCC1 | 2.2 |
| CCN(C(=O)CSc1nnc(-c2ccco2)n1CC)c1c(N)n(Cc2ccccc2)c(=O)[nH]c1=O | 0.6 |
| Cc1cc(NC(=O)CSc2nnc(NCc3ccco3)s2)no1 | -1.4 |
| CSc1ccc(S(=O)(=O)NCC(=O)OCC(=O)NC2(C#N)CCCCC2)cc1[N+](=O)[O-] | 0.3 |
| O=C(CCNS(=O)(=O)c1ccc(Br)cc1)NCC1CCCO1 (stereo not given) | -0.1 |
| C=CCC[C@H](Cc1ccc(F)cc1)C(=O)OC[C@H]1CCCN1C(=O)[C@@H](CC=C)CC(=O)NCCO | 0.0 |
| CCOC(=O)CCCC(=O)Nc1ncnc2c1C(c1ccccc1)c1c(ccc3ccccc13)O2 (stereo not given) | -1.4 |
| O=C(COc1ccccc1[N+](=O)[O-])NCC1(N2CCCCC2)CCCCC1 | -0.7 |
| CC(=O)N1CCN(S(=O)(=O)c2cccc(C(=O)NNC(=O)COc3c(C)cccc3C)c2)CC1 | 1.0 |
| O=S(=O)(Nc1cc(Cl)ccc1-n1cncn1)c1ccc(F)cc1 | 6.4 |
| Cc1c(C(=O)NCC2CCCO2)oc2c(Cl)cccc12 (stereo not given) | -1.3 |
| COc1ccc(C(=O)Nc2nc(CC(=O)NCCc3ccccc3)cs2)cc1 | 1.7 |
| Cc1ccn2cc(C(=O)N3CCN(c4cnn(-c5ccccc5)c(=O)c4Cl)CC3)nc2c1 | -1.1 |
| Cc1noc(C)c1C(=O)NCC1COc2ccccc2O1 (stereo not given) | 0.1 |
| O=C1C[C@H](c2ccc(O)cc2)Oc2cc(O[C@@H]3O[C@H](CO)[C@@H](O)[C@H](O)[C@H]3O)cc(O[C@@H]3O[C@H](CO)[C@@H](O)[C@H](O)[C@H]3O)c21 | 0.7 |
| CC(Sc1ccc(Cl)cc1)C(=O)N(C)CC(=O)Nc1ccc(N2CCOCC2)cc1 (stereo not given) | 0.7 |
| CC(C)(C)OC(=O)C[C@@H]1C/C=C\C[C@H](CC(=O)N[C@@H](CO)Cc2ccccc2)C(=O)N[C@H](Cc2ccccc2)COC1=O | -0.3 |
| CC(=O)Nc1ccc(S(=O)(=O)NCCC(=O)OCC(=O)NNC(=O)c2ccccc2)cc1 | 0.2 |
| CCCCN(C(=O)c1cc2c(s1)CCCCC2)c1c(N)n(CCC)c(=O)[nH]c1=O | 0.8 |
| CCN(c1ccccc1)S(=O)(=O)c1cccc(C(=O)N(C)CCOc2ccccc2)c1 | -2.5 |
| O=C(CN1C(=O)NC2(CCCc3ccccc32)C1=O)NCc1cccs1 (stereo not given) | 1.1 |
| Cc1ccc2c(=O)n3c(nc2c1)C(Cc1ccccc1)NC(=O)c1ccc(Cl)cc1-3 (stereo not given) | 2.9 |
| O=C(CSc1n[nH]c(-c2cccs2)n1)N1CCCC1 | 0.1 |
| CC(C)c1ccc(NC(=O)CSc2nc(=O)n(CCCN3CCOCC3)c3c2CCC3)cc1 | 0.7 |
| CCN1C(=O)[C@H]2[C@@H](c3ccc(-c4ccccc4)c(OC)c3)N[C@@](CC(C)C)(C(=O)OC)[C@H]2C1=O | -1.2 |
| Cc1ccc(C(=O)NNC(=O)c2cccc(S(=O)(=O)N3CCOCC3)c2)cc1 | 0.4 |

As entered above:
CC(=O)Nc1ccc(S(=O)(=O)NCCC(=O)OCC(=O)NNC(=O)c2ccccc2)cc1 | OXTR ag: 0.2
O=C(CSc1n[nH]c(-c2cccs2)n1)N1CCCC1 | OXTR ag: 0.1
CCN(c1ccccc1)S(=O)(=O)c1cccc(C(=O)N(C)CCOc2ccccc2)c1 | OXTR ag: -2.5
CC(C)(C)OC(=O)C[C@@H]1C/C=C\C[C@H](CC(=O)N[C@@H](CO)Cc2ccccc2)C(=O)N[C@H](Cc2ccccc2)COC1=O | OXTR ag: -0.3
Cc1ccc2c(=O)n3c(nc2c1)C(Cc1ccccc1)NC(=O)c1ccc(Cl)cc1-3 (stereo not given) | OXTR ag: 2.9

(next part)
SMILES | OXTR ag
CN(C(=O)c1cccc(NC(=O)C2CCN(C(=O)OC(C)(C)C)CC2)c1)C1CCCCC1 | 6.3
Cc1noc(C)c1COc1ccccc1C(=O)N1CCN(S(=O)(=O)c2cccc([N+](=O)[O-])c2)CC1 | 0.5
Cc1cccc(C(=O)NCC(=O)OCC(=O)c2ccc(C)s2)c1 | 0.3
Cc1cccn(Cc2c(Cl)cccc2Cl)c1=O | -1.7
CCOC(=O)c1ccc(-n2cccc2/C=C2\NC(=O)NC2=O)cc1 | 6.6
C#CCOCCOCCOCCNc1nc(N2CCN(C(=O)[C@H](CCCCN)n3cc([C@@H](N)[C@H](C)CC)nn3)CC2)nc(N2CCN(C(=O)[C@H](CCC(=O)O)n3cc([C@@H](N)CCSC)nn3)CC2)n1 | 1.3
COc1ccc(N2CCN(C(=O)c3cccc(S(=O)(=O)N4CCCc5ccccc54)c3)CC2)cc1 | -1.1
C=CCC[C@@H](Cc1ccc(F)cc1)C(=O)OC[C@@H](Cc1ccccc1)NC(=O)[C@@H](CC=C)CC(=O)N[C@@H](CO)Cc1ccccc1 | 3.3
CC(Oc1cccnc1[N+](=O)[O-])C(=O)Nc1cccc(Cl)c1 (stereo not given) | 2.6
C=C(C)[C@H]1CC=C(C)C(=O)C1 | 0.7
COc1ccc(N(C)S(=O)(=O)c2cccc(C(=O)Nc3cccc(C(=O)NC4CC4)c3)c2)cc1 | 1.9
COc1cccc(NC(=O)NC2CC(=O)N(c3ccc4c(c3)OCCO4)C2)c1 (stereo not given) | 0.2
N#Cc1c(C(F)(F)F)cc(Cc2ccccc2)nc1SCC(=O)NCC(=O)O | 0.6
CCOc1ccc(N(C)S(=O)(=O)c2ccc(C)c(C(=O)NCc3cccs3)c2)cc1 | -1.2
CCN1CCN(c2ccc(S(=O)(=O)N3CCCCC3)cc2NC(=O)c2cccc(NC(C)=O)c2)CC1 | -0.8
Cc1ccc(-c2cc(=O)[nH]c(NCc3ccccc3)n2)cc1 | 1.1
CC(=O)c1ccc(S(=O)(=O)Nc2ccc(-c3ccc4nncn4n3)cc2)cc1 | 0.7
COc1ccc2oc(C(=O)OCc3nnc(-c4ccccc4)o3)c(C)c2c1 | -0.6
COc1ccc(OCCCCc2c(C)n[nH]c2C)cc1 | 4.1
CC(C)(C)N(Cc1ccccc1)C(=O)COC(=O)/C=C/c1ccc2c(c1)OCO2 | -0.7
O=C(CSc1nc(=O)n2cc(Cl)ccc2n1)Nc1ccc2c(c1)OCO2 | -1.1
COc1ccc(C2(C)NC(=O)N(CC(=O)Nc3ccc4[nH]c(=O)[nH]c4c3)C2=O)cc1 (stereo not given) | 0.9
Cc1cc(C)c(NC(=O)CNC(=O)c2ccc3ncsc3c2)c(C)c1 | 0.6
CC(C)CN(C(=O)COC(=O)c1ccc2ccccc2c1)c1c(N)n(Cc2ccccc2)c(=O)[nH]c1=O | -0.1
CC(Sc1nnc(-c2cccs2)n1N)C(=O)NCC1CCCO1 (stereo not given) | 1.4
CCOc1ccc(CCNC(=O)COC(=O)c2cc(OC)c(OC)cc2[N+](=O)[O-])cc1OCC | -1.2
c1ccc2c(c1)CSc1ccccc1N2 | -0.1
O=C(COC(=O)/C=C/c1ccc([N+](=O)[O-])cc1)NCc1cccs1 | 5.1
CCOC(=O)C1CCN(C(=O)c2ccc(C)o2)CC1 | 1.6
CCCCOc1ccc(C(=O)NCC(=O)N2CCN(C(=O)c3ccco3)CC2)cc1 | -0.6
CCn1c(SC(C)C(=O)Nc2ccc3c(c2)OCCO3)nnc1C1CC1 (stereo not given) | -0.2
O=C(CCl)N1CCN(C(=O)C2COc3ccccc3O2)CC1 (stereo not given) | -0.5

2 of these compounds, reformatted:
c1ccc2c(c1)CSc1ccccc1N2
  OXTR ag = -0.1

O=C(COC(=O)/C=C/c1ccc([N+](=O)[O-])cc1)NCc1cccs1
  OXTR ag = 5.1

Later entries.
SMILES | OXTR ag
Cc1cc(C(=O)NNC(=O)c2ccc(Cl)c(S(N)(=O)=O)c2)c(C)o1 | 0.2
COc1ccc(NC(=O)Nc2cccc3c2O[C@H](CN(C)S(=O)(=O)c2cccs2)[C@@H](C)CN([C@H](C)CO)C3=O)cc1 | 1.5
COc1cc(/C=C/C(=O)O)ccc1OS(=O)(=O)c1c(C)c(C)cc(C)c1C | 3.9
COc1ccc(CNC(=O)Cn2cnc3c(OCc4ccccc4)ncnc32)cc1 | 3.9
Cc1ccn2c(=O)nc(SCC(=O)Nc3ccc4c(c3)OCCO4)nc2c1 | -0.3
O=C(COC(=O)c1ccc(OC(F)(F)F)cc1)NCCN1C(=O)CSC1=O | 0.9
CC(=O)Oc1ccc(-c2ccc(C(=O)OCC(=O)c3c(N)n(C)c(=O)n(C)c3=O)cc2)cc1 | 14
CN1CCN(C(=O)CNC(=O)c2cccs2)CC1 | 1.4

In the list so far, 2 have a cyano group.
SMILES | OXTR ag
CSc1ccc(S(=O)(=O)NCC(=O)OCC(=O)NC2(C#N)CCCCC2)cc1[N+](=O)[O-] | 0.3
N#Cc1c(C(F)(F)F)cc(Cc2ccccc2)nc1SCC(=O)NCC(=O)O | 0.6

Following part:
SMILES | OXTR ag
O=C(CCC1CCCCC1)NCCS(=O)(=O)N1CCN(c2ccccc2F)CC1 | -2.3
COc1cccc(NC(=O)c2ccc(N3C(=O)C4CC=CCC4C3=O)cc2)c1 (stereo not given) | 2.9
C/C(=N\Nc1ccc(S(=O)(=O)N2CCCCC2)cn1)c1ccc(O)cc1 | 6.3
CSc1ncccc1C(=O)OCC(=O)NC1CCC(C)CC1 (stereo not given) | -1.1
Cc1cccc(N(Cc2ccccc2)C(=O)c2cc(S(=O)(=O)N3CCOCC3)ccc2F)c1 | -1.6
O=C(O)CCC(=NNC(=O)c1cccc(S(=O)(=O)N2CCCCC2)c1)c1ccccc1 | 0.1
COc1ccc(CC(=O)N(C)Cc2ccc(Cl)cc2)cc1S(=O)(=O)N1CCOCC1 | 0.6
COc1cc(OC)cc(-c2cc3cc4c(cc3cn2)OCO4)c1 | -1.5
COc1ccccc1-n1nnnc1SCC(=O)Nc1oc(C)c2c(C)n[nH]c(=O)c12 | 0.5
COCCN(C(=O)c1ccc(C)o1)c1c(N)n(CC(C)C)c(=O)[nH]c1=O | 0.8
O=C(COC(=O)c1cccc(O)c1)Nc1ccc(S(=O)(=O)N2CCOCC2)cc1 | 1.7
CN(Cc1ccc(Cl)c(Cl)c1)C(=O)C1=CC=CN2CCS(=O)(=O)N=C12 | 0.1
N#Cc1ccc(NC(=O)c2cc(S(=O)(=O)N3CCOCC3)ccc2N2CCCC2)cc1 | -0.7
CC(CC(=O)N1CCN(S(=O)(=O)c2ccc([N+](=O)[O-])cc2)CC1)c1ccccc1 (stereo not given) | 1.4
O=C(COC(=O)C1CC2CCCC(C1)C2=O)NC(=O)c1ccccc1 (stereo not given) | 3.7
C#CCOCCOCCOCCNc1nc(N2CCN(C(=O)Cn3cc(CCCN=C(N)N)nn3)CC2)nc(N2CCN(C(=O)[C@H](CCCCN)n3cc(CCC(=O)O)nn3)CC2)n1 | 1.0
CCOC(=O)c1[nH]cnc1C(=O)N1CCC(C)CC1 | 1.5
CCc1cccc(OCC(=O)N(C)CC(=O)Nc2cccc(F)c2)c1 | 0.7
CC(C)(C)OC(=O)NCCCCCNC(=O)c1[nH]cnc1C(=O)Nc1nccs1 | -1.0
O=C(COC(=O)c1ccc(O)cc1)NC1CCCCCC1 | 2.1
CCOc1ccccc1/C=C(\C(=O)O)c1ccc(S(=O)(=O)N2CCCCC2)s1 | 0.3
NS(=O)(=O)c1ccc(NC(=O)COC(=O)Cc2c[nH]c3ccccc23)cc1 | 1.3

3 records picked at random from the list so far, as already listed:
SMILES | OXTR ag
CCc1cccc(OCC(=O)N(C)CC(=O)Nc2cccc(F)c2)c1 | 0.7
CCOC(=O)c1[nH]cnc1C(=O)N1CCC(C)CC1 | 1.5
CC(C)(C)OC(=O)NCCCCCNC(=O)c1[nH]cnc1C(=O)Nc1nccs1 | -1.0

Some of the compounds tested. The share of hits here may be higher or lower than overall.
